Mtb FBA inh = Mtb fructose-bisphosphate aldolase inhibition | P9WQA3 | purified M. tuberculosis FBA, fluorescence read-out | inhibition, % at 1 µM | hit rate 2.3% among 360,000; in the data active = inhibition above about 27%;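 note: 0% = vehicle and 100% = reference inhibitor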
Target sequence (P9WQA3 whole entry, looked up): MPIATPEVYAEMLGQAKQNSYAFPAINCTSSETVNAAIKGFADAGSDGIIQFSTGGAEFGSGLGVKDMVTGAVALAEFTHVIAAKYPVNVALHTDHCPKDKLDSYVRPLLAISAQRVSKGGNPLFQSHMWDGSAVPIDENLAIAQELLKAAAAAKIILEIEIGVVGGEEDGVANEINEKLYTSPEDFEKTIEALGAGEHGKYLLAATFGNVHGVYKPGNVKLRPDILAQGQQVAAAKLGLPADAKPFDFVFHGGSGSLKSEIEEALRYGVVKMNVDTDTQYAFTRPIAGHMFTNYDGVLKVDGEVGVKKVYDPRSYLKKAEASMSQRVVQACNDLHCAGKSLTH
GDH-TPI inh = inhibits GDH-TPI coupling enzymes, artifact for Mtb FBA screen; hit rate 1.2% among 360,000; GDH-TPI coupled enzyme counterscreen, NADH absorbance; inhibition, % at 4.8 µM; in the data active = inhibition above about 30%;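 note: 0% = DMSO wells and 100% = wells lacking the enzyme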
Mtb BioA inh = BioA (M. tuberculosis) enzyme inhibition; purified M. tuberculosis BioA enzyme, plate reader; inhibition, % at 9.99 µM; hit rate 0.096% among 360,000; AID 602481; in the data active = inhibition above about 40%
Rv3671c protease = Rv3671c (M. tuberculosis) protease inhibition; P9WHR9; inhibition, % at 5.96 µM; hit rate 0.048% among 320,000; AID 2606; in the data active = inhibition above about 38%;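 note: extracellular domain of Rv3671c used as enzyme; 0% = enzyme with DMSO and 100% = no enzyme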
Target sequence (P9WHR9 whole entry, looked up, the tested form may be a part): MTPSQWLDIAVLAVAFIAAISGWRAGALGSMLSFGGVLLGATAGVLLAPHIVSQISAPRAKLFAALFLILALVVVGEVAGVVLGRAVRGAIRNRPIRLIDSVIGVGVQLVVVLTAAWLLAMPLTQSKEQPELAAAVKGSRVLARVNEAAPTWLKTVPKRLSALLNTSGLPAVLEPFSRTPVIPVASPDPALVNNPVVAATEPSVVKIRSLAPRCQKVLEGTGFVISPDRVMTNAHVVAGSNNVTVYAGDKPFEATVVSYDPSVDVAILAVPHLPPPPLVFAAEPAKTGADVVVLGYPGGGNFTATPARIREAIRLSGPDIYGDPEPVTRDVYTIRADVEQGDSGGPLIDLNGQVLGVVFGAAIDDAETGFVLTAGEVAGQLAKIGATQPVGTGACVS
MazEF act = increases E. coli MazEF RNase cleavage of RNA. FAM/BHQ RNA-DNA oligo cleavage fluorescence, 5 h. activation, % at 20 µM. hit rate 0.32% among 350,000. AID 504720; in the data active = activation above about 50%
Target sequence (P0AE70 whole entry, looked up): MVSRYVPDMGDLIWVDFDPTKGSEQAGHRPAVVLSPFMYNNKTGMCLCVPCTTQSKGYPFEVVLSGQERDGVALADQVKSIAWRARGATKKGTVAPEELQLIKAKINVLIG
VHR inh abs = blocks human VHR1 dual specificity phosphatase | inhibition, % at 13.3 µM | recombinant VHR phosphatase, pNPP absorbance | hit rate 0.52% among 290,000 | P51452 | AID 1654; in the data active = inhibition above about 50%; note: some compounds called inactive have numbers as strong as hits
Target sequence (P51452 whole entry, looked up): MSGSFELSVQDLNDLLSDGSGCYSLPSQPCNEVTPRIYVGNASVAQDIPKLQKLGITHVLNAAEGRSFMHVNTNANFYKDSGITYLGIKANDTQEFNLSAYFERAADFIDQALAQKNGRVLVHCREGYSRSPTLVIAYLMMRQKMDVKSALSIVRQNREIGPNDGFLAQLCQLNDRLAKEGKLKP
PriA SSB inh = blocks PriA binding to SSB C-terminal tail; AlphaScreen SSBct-PriA binding, biotinylated peptide; inhibition, % at 33 µM; hit rate 0.6% among 430,000; AID 1272365; in the data active = inhibition mostly above about 37%, no sharp cut-off; inactive = mostly below about 20%;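 note: plate controls were negative control peptide for no effect and reference peptide for full effect; strong numbers were not always called active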
SARS 3CLpro inh = SARS-CoV 3CLpro protease inhibition. recombinant SARS-CoV 3CLpro, quenched FRET peptide cleavage. inhibition, % at 6 µM. AID 1706. hit rate 0.14% among 290,000; in the data active = inhibition above about 12%
UGM FP inh = inhibitors of M. tuberculosis UDP-galactopyranose mutase; P9WIQ1; purified UGM, fluorescence polarization probe displacement; inhibition, % at 10 µM; hit rate 0.06% among 320,000; AID 504406; in the data active = inhibition above about 10%, passing the limit was not always enough
Vc quorum ag = inducers of Vibrio cholerae quorum light production without autoinducers; V. cholerae BH1578 lux reporter, luminescence, 6 h; activation, % at 18.7 µM; hit rate 0.16% among 350,000; in the data active = activation mostly above about 9.7%, no sharp cut-off; note: not every result past the cut was called active; inactives centre near 0; reference of the scale not given here
Active calls of the source: *; i = inactive; · = not tested or not shown; & = joins results of further samples. Not all compounds are listed; rates above refer to the full screens.

Order of values – Mtb FBA inh	GDH-TPI inh	Mtb BioA inh	Rv3671c protease	MazEF act	VHR inh abs	PriA SSB inh	SARS 3CLpro inh	UGM FP inh	Vc quorum ag
Cc1cc(C)c2c(=O)[nH]c(SCC(=O)Nc3cccc(S(=O)(=O)N(C)C)c3)nc2n1
  0	-15	-0.2	-18	0	·	-9	·	-0.5	-6.2
CCc1ccccc1NC(=O)Nc1ccon1
  -2	-2	-2.2	·	-12	36	7	4	-0.1	-7.7
CC(C)=C1C2CCC1C1C(=O)N(c3nc(-c4ccc(F)cc4)c(C)s3)C(=O)C21 (centres undefined)
  2	7	2.1	-5	-2	-7	4	4	-0.8	-7.1
CCn1c(=S)ccc2ccc(OC)cc21
  7	0	-2.1	-1	-3	-1	-1	-3	-0.1	i
CC(NC(=O)c1cccc(Cn2cc([N+](=O)[O-])cn2)c1)c1ccc(C(C)(C)C)cc1 (centres undefined)
  -2	-8	-1.4	-17	0	-21	-3	1	-2.3	i
CC(C)CN(C)C(=O)CCc1nnc(Cc2ccc(-c3ccccc3)cc2)o1
  0	-1	0.2	9	12	18	-12	6	-0.8	-0.4
COC(=O)[C@@]12CCCCN1[C@H](c1ccc(-c3cc(C(C)=O)cs3)cc1)[C@H]1C(=O)N(C)C(=O)[C@H]12
  -1	14	-0.3	1	2	·	-22	·	-1.3	0.6
CC(Cc1c[nH]c2ccccc12)NC(N)=O (centres undefined)
  1	-3	-2.0	5	-11	0	-4	-1	-2.5	-0.3
Nc1cnn(Cc2ccccc2F)c1
  -2	-1	·	-19	-4	26	-10	3	0.4	-0.5
Cc1cc(C)cc(N2CC34C=CC(O3)C(C(=O)OCC(=O)NCc3ccco3)C4C2=O)c1 (centres undefined)
  0	1	-2.7	-2	-1	19	-7	-1	2.5	i
COCc1ccc(-c2c(-c3ccsc3)sc3ccccc23)cc1
  0	12	-0.2	-5	-13	·	-12	·	-0.5	3.8
CC1CCCCC1NC(=O)CCCN1C(=O)c2ccccc2C1=O (centres undefined)
  2	8	-3.9	6	-4	·	-11	·	-0.1	i
O=C(Nn1c(Cc2cccs2)nc2ccccc2c1=O)c1ccc(F)c(F)c1
  -2	-5	-2.5	-10	2	-1	-19	2	-1.9	i
O=C(N/N=C/c1c(F)cccc1Cl)c1ccc(Cn2cc(Br)cn2)o1
  0	1	1.7	6	0	9	·	0	1.5	-0.5
Cc1nc2ccc(S(=O)(=O)CCC(=O)NCc3ccc(Cl)cc3)cc2s1
  1	-3	-2.3	·	·	·	·	·	·	-0.3
CC(Oc1cc2oc(=O)c3c(c2cc1Cl)CCCC3)C(=O)NCc1ccncc1 (centres undefined)
  26	31*	6.2	1	-28	17	-8	4	-0.2	i
CCOC(=O)Cn1cc(C#N)c(=O)[nH]c1=O
  2	-10	-2.8	-2	1	21	0	-7	2.8	-0.6
CC(C)C(NS(=O)(=O)c1ccc2c(c1)Cc1cc(S(=O)(=O)NC(C(=O)O)C(C)C)ccc1-2)C(=O)O (centres undefined)
  4	-6	-0.8	-1	-24	-5	-14	0	1.6	-0.4
CCCCOc1ccc(C(C)NC(=O)C2CCCN(S(=O)(=O)CCC)C2)cc1 (centres undefined)
  0	10	-0.3	-3	-7	-6	-4	-1	0.0	-0.1
Oc1ccc(C[C@H]2CNCCN2CCC23CC4CC(CC(C4)C2)C3)cc1
  2	7	-0.4	5	23	·	6	·	1.4	-2.1
COc1ccc(OC)c(S(=O)(=O)N2CCC3(CC2)CC(=O)c2ccccc2O3)c1
  7	11	1.3	7	5	·	-1	·	-1.6	-2.5
Cc1ccc(S(=O)(=O)N2[C@@H](c3cccc(C)c3)C(C(=O)O)=C[C@H]2C(C)(C)C)cc1
  0	0	-0.1	2	-2	·	-5	·	-1.6	-1.4
COCCn1c(SCC(=O)Nc2ccccc2F)nc2c([nH]c3ccccc32)c1=O
  -1	14	0.0	-6	-2	-14	-10	0	-1.5	-0.5
Cc1c2cnn(CC(=O)NCCCN3CCCCC3C)c(=O)c2c(C)n1Cc1ccccc1 (centres undefined)
  1	8	10	-2	-12	21	11	-6	0.7	i
CN(CC(=O)NCc1cccs1)CC(=O)Nc1ccc(F)c(F)c1F
  1	-14	8.5	1	3	15	11	-1	-1.8	-1.6
O=C(c1cc(COc2c(F)cccc2F)on1)N1CCN(C2CCCCC2)C(=O)C1
  3	-3	-0.2	1	-1	-4	0	2	-0.7	-0.2
Cc1ccc(S(=O)(=O)N(C)CCCC(=O)Nc2ccncc2)cc1
  2	0	0.8	-9	-4	8	-18	2	1.9	-0.3
CN(CC(=O)Nc1ccccc1Br)C(=O)CNC(=O)c1cccs1
  -1	-1	-1.4	1	2	·	-9	·	-0.5	i
NS(=O)(=O)c1cccc(NC(=S)NC(=O)c2cccc([N+](=O)[O-])c2)c1
  -1	-1	2.1	-2	6	-3	-6	2	1.9	-0.2
O=S1(=O)N=C(N/N=C/c2ccco2)c2ccccc21
  -3	13	-0.4	1	1	12	·	-3	4.0	-0.3
O=C(N/N=C/c1cccs1)c1ccc(-n2cccc2)cc1
  -2	27	·	1	2	11	·	1	0.7	i
O=C1C(=O)c2c(ccc3ccccc23)-c2ccccc21
  -1	-15	·	·	15	·	-8	·	·	·
CCc1noc(C)c1C(=O)Nc1nc(-c2cccs2)cs1
  -4	10	-0.6	2	3	·	-5	·	-0.2	i
CCOCCCNCc1cc(Br)ccc1OCc1ccccc1
  2	6	·	-10	13	2	-11	1	0.6	-0.4
CCN(CC(=O)Nc1ccc2c(c1)OCCO2)S(=O)(=O)c1ccc(F)cc1
  3	4	-1.6	-3	2	35	-5	-5	-0.2	-0.1
O=C(Cn1cc(C(=O)C2CCCCC2)c2ccccc21)NCC1CCCO1 (centres undefined)
  2	-6	0.5	0	6	-8	-5	-1	3.3	i
O=C(Nc1ccc(NC(=O)c2cccnc2Cl)cc1)c1cccc(Cl)c1
  -1	-4	·	-6	13	28	-9	-3	1.8	-0.1
O=C(c1cccc(F)c1)N1CCN(c2ccc([N+](=O)[O-])c3cccnc23)CC1
  -3	7	·	4	-10	20	6	5	-0.6	-0.4
Cc1cc(C(=O)Nc2c(F)cc(F)cc2Br)c(C)o1
  0	11	-2.3	-14	1	36	-13	3	-1.0	-3.6
CS(=O)(=O)Nc1ccccc1C(=O)NCc1ccccc1Cl
  5	0	-1.7	-4	-12	17	-11	-4	-0.9	0.9

Structures listed so far that contain bromine:
Order of values – Mtb FBA inh	GDH-TPI inh	Mtb BioA inh	Rv3671c protease	MazEF act	VHR inh abs	PriA SSB inh	SARS 3CLpro inh	UGM FP inh	Vc quorum ag
O=C(N/N=C/c1c(F)cccc1Cl)c1ccc(Cn2cc(Br)cn2)o1
  0	1	1.7	6	0	9	·	0	1.5	-0.5
CN(CC(=O)Nc1ccccc1Br)C(=O)CNC(=O)c1cccs1
  -1	-1	-1.4	1	2	·	-9	·	-0.5	i
CCOCCCNCc1cc(Br)ccc1OCc1ccccc1
  2	6	·	-10	13	2	-11	1	0.6	-0.4
Cc1cc(C(=O)Nc2c(F)cc(F)cc2Br)c(C)o1
  0	11	-2.3	-14	1	36	-13	3	-1.0	-3.6

The list goes on:
Order of values – Mtb FBA inh	GDH-TPI inh	Mtb BioA inh	Rv3671c protease	MazEF act	VHR inh abs	PriA SSB inh	SARS 3CLpro inh	UGM FP inh	Vc quorum ag
CC1CC(=O)C2=C(C1)Nc1ncnn1C2c1ccccc1 (centres undefined)
  1	7	-0.8	-6	-11	7	1	-1	1.0	i
Cc1ccc(NC(=S)N(Cc2cccs2)Cc2cc3cccc(C)c3[nH]c2=O)cc1
  -1	-3	·	-3	-14	8	-16	3	-4.3	-0.1
NC(=S)N/N=C/c1ccccc1OCc1cccc(Cl)c1
  -1	41*	0.2	-2	8	30	·	-1	-1.9	-0.1
COC(=O)C1=C(C)NC(=O)CC1c1ccc(C(=O)OC)cc1 (centres undefined)
  1	-4	0.6	1	10	0	-12	3	-3.5	1.5
COc1ccc(-c2nc(CN3CCN(Cc4cccc(Cl)c4)CC3)c(C)o2)cc1
  1	7	2.4	-11	-5	-6	11	-6	0.6	i
O=C(CNc1ccc(Br)cc1)Nc1cccc(S(=O)(=O)N2CCCC2)c1
  -1	-7	0.7	-19	-12	·	1	·	3.5	0.5
Cc1ccc(-c2ccc(/C=N/NC(=O)CN3CCOCC3)o2)cc1[N+](=O)[O-]
  1	11	·	-16	14	9	·	4	1.1	i
CC(C)Cn1c(N)c(C(=O)COC(=O)c2ccc(F)cc2)c(=O)n(C)c1=O
  3	-8	·	-5	-5	30	-6	-1	6.1	-0.3
O=C(O)c1cn(-c2ccc(F)c(F)c2)c2c(F)c(F)c(F)c(F)c2c1=O
  -3	15	-0.6	-16	-2	30	-8	-2	2.8	-2.1
COc1cccc(-c2nc(-c3ccc(Br)o3)no2)c1
  10	-14	-0.4	2	3	24	1	5	-0.5	1.7
COc1cc(OC)c(OC)cc1/C=N/NC(=O)c1ccc(=O)n(C)c1
  -1	54*	·	1	4	12	·	-4	2.7	-0.3
CNC(=O)CSc1nc2ccccc2c(=O)n1-c1cc(OC)ccc1OC
  -5	25	1.7	3	-2	23	-5	0	3.1	-0.1
CCOC(=O)c1cc(C)nnc1C(=O)OCC
  -1	8	-1.0	·	8	·	·	·	·	-4.5
Cc1noc(C)c1COc1ccc(C(=O)OCC(=O)Nc2c(C)n(C)n(-c3ccccc3)c2=O)cc1
  0	9	·	-3	6	8	-10	2	0.0	-0.2
O=C1CNC(=O)/C1=C\N1CCCCC1
  4	6	·	-5	3	-8	-3	1	0.3	i
COc1cccc2cc(/C(=N/O)c3ccccc3)oc12
  -1	2	·	3	-1	2	·	0	-2.7	0.7
CCN1CCCC1CNC(=O)c1cc(S(=O)(=O)N(C)C)ccc1Cl (centres undefined)
  -5	9	-0.2	7	0	12	3	-1	-2.0	i
O=C(NCc1ccncc1)C(=O)NCc1ccco1
  -2	7	·	6	-1	-6	-15	5	2.1	-0.3
CCCCCCCC[n+]1cccc(C(=O)N2c3c(nc(N)[nH]c3=O)NC(C)C2C)c1 (centres undefined)
  0	8	·	4	2	-1	-19	6	-0.7	3.3
CCOC(=O)CC(=O)CSc1ncnc2c1nnn2-c1ccc(F)cc1
  1	4	·	1	11	6	5	-2	-0.4	i
CCCn1c(SCC(=O)Nc2cc(S(=O)(=O)N3CCOCC3)ccc2OC)n[nH]c1=O
  4	1	·	6	2	5	6	0	0.0	i
Cc1cc(C(=O)N2CCC2(C)C(=O)NCCC#N)nn1C (centres undefined)
  0	1	-0.8	·	·	·	·	·	·	i
Cc1ccc(C)n1-c1nccc(-c2ccco2)n1
  158*	6	2.0	1	11	-12	13	2	·	-3.3
COCc1cc(=O)[nH]c(/N=C(\N)Nc2ccc(Oc3ccccc3)cc2)n1
  1	2	3.2&6.5	2	7	1	·	-1	0.7	-0.3
O=C1C2C3c4ccccc4C(c4ccccc43)C2C(=O)N1Cc1ccco1 (centres undefined)
  0	12	-1.5	-3	2	4	-10	·	-2.5	-3.4
O=C(CNC(=O)c1ccc(-c2ccccc2)cc1)Nc1cccc(CO)c1
  2	5	-0.3	-8	-10	·	-5	·	0.0	i
COc1ccc(N=Nc2ccc(O)c3ncccc23)cc1
  -10	17	-2.1	30	-6	7	-8	2	-1.0	i
O=S(=O)(c1ccccc1)c1nnn2c1nc(NC1CCN(Cc3ccccc3)CC1)c1ccccc12
  4	-2	·	-14	-36	28	-10	-6	0.5	i
O=C(NNS(=O)(=O)c1cc(Cl)cc(Cl)c1)c1sccc1-n1cccc1
  -4	-6	6.1	-14	-2	14	5	3	-2.0	i
CCC(c1ccc(O)c(O)c1)C(CC)c1ccc(O)c(O)c1 (centres undefined)
  1	10	2.4	·	0	·	-12	·	·	i

High-throughput results deposited in PubChem by several laboratories.
